# TRHR enhancer = allosterically enhances the human TRH receptor; P34981; TRHR cells, fluo-8 calcium fluorescence, EC20 TRH enhancement; enhancement, % at 2 µM; 360,000 compounds, 0.66% hits; AID 493056; in the data active = enhancement above about 30%; note: 0% is about no effect
# Target sequence (P34981 whole entry, looked up): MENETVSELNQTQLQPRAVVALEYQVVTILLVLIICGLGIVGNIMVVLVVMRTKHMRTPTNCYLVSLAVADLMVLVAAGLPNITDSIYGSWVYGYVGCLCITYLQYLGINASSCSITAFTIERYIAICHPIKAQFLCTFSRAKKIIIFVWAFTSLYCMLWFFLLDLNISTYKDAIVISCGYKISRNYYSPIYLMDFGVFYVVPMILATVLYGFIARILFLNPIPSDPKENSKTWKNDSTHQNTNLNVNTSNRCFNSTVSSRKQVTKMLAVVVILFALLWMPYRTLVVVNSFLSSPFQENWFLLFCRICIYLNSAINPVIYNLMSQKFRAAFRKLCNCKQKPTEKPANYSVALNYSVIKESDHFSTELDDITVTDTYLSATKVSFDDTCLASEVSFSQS
#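 Enhancer read-out: after compound pinning and an initial kinetic agonist-mode read, an EC20 of TRH (10 nM final) was injected and fluo-8 calcium signal (Ex 480/Em 530) followed at 1 s/cycle for 100 cycles in TRHR-expressing cells.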
# D2 antag = antagonists of human D2 dopamine receptor. P14416. HEK293 TREx D2 cells, calcium flux, dopamine EC80. inhibition, % at 10 µM. 340,000 compounds, 2% hits; in the data active = inhibition above about 30%; note: 0% is about no effect
#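 Inhibition of EC80 dopamine-driven calcium flux, recorded kinetically, defines activity here; cells are a tetracycline-induced HEK293 T-REx line expressing force-coupled D2.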
# D2 ag = D2 dopamine receptor (human) agonism; activation, % at 2 µM; 340,000 compounds, 0.53% hits; HEK293 T-REx D2 cells, calcium flux agonist mode;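 active = activation over 3 SD above normal in the single-dose calcium agonist read, cut at about 30% in these data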; note: 0% is about no effect
#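 Agonism scored from kinetic calcium signal (1 read/sec, 180 s) following compound pin transfer, after a 10 s baseline. Cells: HEK293 Trex line expressing inducible D2 receptor coupled to calcium, dye-loaded after overnight culture at 30 C.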
# rTrxR1 inhibitor = blocks rat thioredoxin reductase 1 | O89049 | Potency, µM (highest dose often 114 µM), without a hit: at the highest dose activity change, negative = inhibition, usual class: inhibitors | recombinant rTrxR1, NADPH fluorescence consumption, selenite substrate | 390,000 compounds, 1% hits | AID 588453; note: potency is the fitted concentration of half-maximal effect; % is set by controls: 0 for no effect and ±100 for the full control effect; nearly all actives have a fitted effect of over 65% in size
#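 Rat TrxR1 (90 nM in the dispensed reagent) was pre-reduced with 400 uM NADPH for 5 min at room temperature, then incubated with compound for 15 min. After 400 uM selenite was added, NADPH fluorescence (Ex 340/Em 450 nm) was followed for 8 min.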
# IDH1 R132H inh = inhibitors of human mutant IDH1 R132H. 390,000 compounds, 0.093% hits. AID 602179. Potency, µM (titrated, usually from 76.6 µM), for inactives: at the top dose activity change, negative = inhibition, hits mostly inhibitors. IDH1-R132H enzyme, NADPH consumption, diaphorase/resazurin fluorescence; note: potency is the fitted concentration of half-maximal effect; % is set by controls: 0 for no effect and ±100 for the full control effect; nearly all actives have a fitted effect of over 65% in size
# Target sequence (O75874 whole entry R132H, stated change not applied): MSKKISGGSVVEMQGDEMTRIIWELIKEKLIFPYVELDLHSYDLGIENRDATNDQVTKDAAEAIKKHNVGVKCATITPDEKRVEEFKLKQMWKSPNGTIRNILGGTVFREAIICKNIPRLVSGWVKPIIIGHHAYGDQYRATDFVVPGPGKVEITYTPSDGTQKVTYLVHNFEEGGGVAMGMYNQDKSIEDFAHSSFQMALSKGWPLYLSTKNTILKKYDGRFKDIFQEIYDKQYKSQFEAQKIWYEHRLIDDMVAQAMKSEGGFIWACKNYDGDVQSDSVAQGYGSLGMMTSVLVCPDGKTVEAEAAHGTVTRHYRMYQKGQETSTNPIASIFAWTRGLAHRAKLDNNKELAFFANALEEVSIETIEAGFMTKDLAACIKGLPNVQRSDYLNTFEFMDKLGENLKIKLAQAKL
#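 IDH1-R132H (0.5 ug/mL) preincubated 30 min with compound, then NADPH (0.016 mM) and alpha-KG (2 mM) added; 80 min at RT, pH 7.5. Remaining NADPH coupled via diaphorase/resazurin to fluorescence (540/590 nm); concentration-response curves normalized to no-enzyme control.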
# TrxR1 substrate = substrates of rat thioredoxin reductase 1; O89049; purified TrxR1 substrate turnover, NADPH consumption readout; Potency, µM (series often up to 114 µM), for inactives: at the highest dose activity change, negative = substrate turnover; 390,000 compounds, 0.01% hits; AID 588456; note: potency is the fitted concentration of half-maximal effect; % is set by controls: 0 for no effect and ±100 for the full control effect; nearly all actives have a fitted effect of over 50% in size
#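 Rat TrxR1, dispensed at 90 nM, was prereduced with 400 uM NADPH (final) for 5 min at ~22 deg C, then incubated with compound 15 min before 400 uM selenite. A first-read NADPH fluorescence drop versus no-compound background flagged substrates.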
# USP1-UAF1 inh = inhibitors of human USP1/UAF1 deubiquitinase | recombinant USP1/UAF1, Ub-Rhodamine cleavage fluorescence | 390,000 compounds, 0.23% hits | O94782 | Potency, µM (series often up to 57.1 µM), inactives show at the highest dose activity change, negative = inhibition, hits mostly inhibitors; note: potency is the fitted concentration of half-maximal effect; % is set by controls: 0 for no effect and ±100 for the full control effect; nearly all actives have a fitted effect of over 60% in size; inactives centre near -12
#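 In this screen, compounds sit with the deubiquitinase complex (1nM) for 15 min at room temperature before Ub-Rho is added at 150nM final. Fluorescence rise is then followed for 6 reads every 60 seconds.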
# PI4K2A inh = PI4K2A (human) kinase inhibition. Q9BTU6. purified PI4K2A, ADP-Glo luminescence, 1 h; hits give low values. activity change, negative = inhibition, % at 76.9 µM. 420,000 compounds, 0.13% hits. AID 1346378; in the data active = activity change below about -50%; inconclusive = mostly about -30% to -49%;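 note: -100% = wells without enzyme as full effect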
#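 In this quantitative HTS, ADP production by PI4K2A was quantified luminescently after 1 h at ambient temperature; 100 microM adenosine served as plate-quality control.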
# TRHR agonist = TRH receptor (human) agonism | P34981 | TRHR cells, calcium flux fluo-8, FDSS agonist mode | activation, % at 2 µM | 360,000 compounds, 0.18% hits | AID 493084; in the data active = activation above about 30%; note: 0% is about no effect
#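 TRHR-expressing cells, plated overnight in medium with 10% serum, were loaded with fluo-8 calcium dye at room temperature. After a 10 s baseline, library compound was pin-added and calcium release was recorded kinetically (ex 480/em 530) as agonist response.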
# * hit, by the source's call; ? = inconclusive; . = no result given; & = joins results of further samples; [ ] = dose if it differs, or a comment. Unless noted, calls come from the whole dose curve; as a rule, active = well fitted inhibition curve with a large enough effect; inconclusive = small, poorly fitted or top-dose-only effect; inactive = no such curve, though single readings can be large or run the other way.
canonical_smiles	TRHR enhancer	D2 antag	D2 ag	rTrxR1 inhibitor	IDH1 R132H inh	TrxR1 substrate	USP1-UAF1 inh	PI4K2A inh	TRHR agonist
O=C1C(=Cc2ccccc2)N2CCC1CC2	.	.	.	?	9.1%	1.8%	-7.0%	5.1	.
COc1ccc(C(O)(c2ccccc2)c2ccncc2)cc1 (stereo unspecified)	.	.	.	7.5%[11.4 µM]	5.0%	-8.0%[57.1 µM]	-17.3%	-3.0	.
CCN1C(=O)/C(=C\c2ccc([N+](=O)[O-])s2)C(=O)NC1=S	5.6	1.4	1.8	.	.	.	.	.	11.9
CN1C(=O)N(C)C(=O)C2(Sc3ccccc3C2=O)C1=O	-1.7	-8.6	0.0	28.2µM*	6.3%	3.1%	-6.7%	-0.1	0.4
CCOC(=O)N1CCN(c2ncc3c(n2)CC(c2ccccc2O)CC3=O)CC1 (stereo unspecified)	-7.9	.	0.4	6.5%	-8.4%	-3.2%	?	2.7	-2.5
OCCCc1ccc(O)c(O)c1	1.7	-10.5	0.5	79.4µM*	-4.1%	4.7%	-22.9%	-0.9	0.6
O=C(NC(Oc1ccccc1)C(Cl)(Cl)Cl)c1ccccc1 (stereo unspecified)	-12.5	15.8	-0.6	-5.3%[57.1 µM]	-3.8%	2.3%[57.1 µM]	-14.4%	0.7	0.5
O=C(C[N+]12CCC(CC1)C(O)C2)c1ccc(Br)cc1 (stereo unspecified)	3.6	.	.	11.0%	-10.2%	0.8%	-0.3%	-0.1	-0.4
CCOP(=S)(OCC)SCC(=O)NC(C(=O)O)C(C)C (stereo unspecified)	-1.5	-22.9	1.4	-5.7%	7.2%	-0.8%	-5.3%	1.3	0.9
c1ccc2c(c1)CC1CNCc3cccc(c31)S2 (stereo unspecified)	-1.4	22.7	-0.4	4.1%	2.0%	2.3%	1.4%	3.4	2.2
Cc1cc(C)cc(N2C(=O)/C(=C\c3ccc(N4CCN(C)CC4)o3)C(=O)NC2=S)c1	1.1	.	.	?	-8.5%	?	31.6µM*	-10.4	28.1
O=C(c1ccc(Cl)cc1)C1CCCN(Cc2ccc3nonc3c2)C1 (stereo unspecified)	-11.3	-5.1	-0.1	-2.0%	-5.1%	-5.2%	-4.8%	7.6	0.5

# An excerpt of these results, with values under each structure.
# Second line of a record – TRHR enhancer | D2 antag | D2 ag | rTrxR1 inhibitor | IDH1 R132H inh | TrxR1 substrate | USP1-UAF1 inh | PI4K2A inh | TRHR agonist
- CCN1C(=O)/C(=C\c2ccc([N+](=O)[O-])s2)C(=O)NC1=S
 : 5.6 | 1.4 | 1.8 | . | . | . | . | . | 11.9
- CN1C(=O)N(C)C(=O)C2(Sc3ccccc3C2=O)C1=O
 : -1.7 | -8.6 | 0.0 | 28.2µM* | 6.3% | 3.1% | -6.7% | -0.1 | 0.4
- CCOC(=O)N1CCN(c2ncc3c(n2)CC(c2ccccc2O)CC3=O)CC1 (stereo unspecified)
 : -7.9 | . | 0.4 | 6.5% | -8.4% | -3.2% | ? | 2.7 | -2.5
- OCCCc1ccc(O)c(O)c1
 : 1.7 | -10.5 | 0.5 | 79.4µM* | -4.1% | 4.7% | -22.9% | -0.9 | 0.6
- O=C(NC(Oc1ccccc1)C(Cl)(Cl)Cl)c1ccccc1 (stereo unspecified)
 : -12.5 | 15.8 | -0.6 | -5.3%[57.1 µM] | -3.8% | 2.3%[57.1 µM] | -14.4% | 0.7 | 0.5
- O=C(C[N+]12CCC(CC1)C(O)C2)c1ccc(Br)cc1 (stereo unspecified)
 : 3.6 | . | . | 11.0% | -10.2% | 0.8% | -0.3% | -0.1 | -0.4
- CCOP(=S)(OCC)SCC(=O)NC(C(=O)O)C(C)C (stereo unspecified)
 : -1.5 | -22.9 | 1.4 | -5.7% | 7.2% | -0.8% | -5.3% | 1.3 | 0.9
- c1ccc2c(c1)CC1CNCc3cccc(c31)S2 (stereo unspecified)
 : -1.4 | 22.7 | -0.4 | 4.1% | 2.0% | 2.3% | 1.4% | 3.4 | 2.2
- Cc1cc(C)cc(N2C(=O)/C(=C\c3ccc(N4CCN(C)CC4)o3)C(=O)NC2=S)c1
 : 1.1 | . | . | ? | -8.5% | ? | 31.6µM* | -10.4 | 28.1
- O=C(c1ccc(Cl)cc1)C1CCCN(Cc2ccc3nonc3c2)C1 (stereo unspecified)
 : -11.3 | -5.1 | -0.1 | -2.0% | -5.1% | -5.2% | -4.8% | 7.6 | 0.5

# Carrying on.
canonical_smiles	TRHR enhancer	D2 antag	D2 ag	rTrxR1 inhibitor	IDH1 R132H inh	TrxR1 substrate	USP1-UAF1 inh	PI4K2A inh	TRHR agonist
O=C(O)CSCC(=O)N(Cc1ccccc1)c1nc(-c2ccccc2)c(-c2ccccc2)s1	4.2	.	.	14.0%	?	2.6%	?	-0.4	-1.7
CCC(=NCC1CCCO1)c1c(O)[nH]c(=O)[nH]c1=O (stereo unspecified)	-2.4	-6.0	-0.2	10.4%[57.1 µM]	0.6%	7.6%[57.1 µM]	-15.6%	-0.4	0.1
CN1CCc2c(C#N)c(Cl)nc(Cl)c2C1	9.6	-3.7	-0.1	?	4.6%	145.2%[activator]	-8.2%	-4.9	0.0
CCCN1CCc2cccc3c2[C@H]1Cc1ccc(O)c(O)c1-3	.	.	.	23.8µM*	-0.3%	?	-14.6%	-2.7&-9.6	.
O=C(c1ccco1)c1cn(Cc2ccccc2Cl)c2ccccc12	-7.8	11.9	3.2	-7.4%	-0.7%	2.3%	-16.0%	3.6	4.1
CCN1C[C@]2(COC)CC[C@H](O)[C@]34C1[C@](O)([C@@H](OC)[C@H]23)[C@@]1(O)C[C@H](OC)[C@H]2C[C@@H]4[C@@H]1[C@H]2OC	9.2	4.1	0.4	-0.2%	-6.8%	-4.7%	?	-1.6	-1.4
COC(=O)C1=C(c2ccccc2OCc2ccccc2)C[C@@H]2CC[C@H]1N2C(=O)NCc1ccc(OC)cc1	-6.0	-2.6	0.4	-0.6%	1.8%	-0.5%	?	-0.1	0.1
Cc1ccc(-c2nc3ccccc3c(=O)n2-c2ccc(O)cc2)cc1	-2.8	-10.1	-0.9	2.1%	-13.0%	-0.8%	-4.0%	3.9	-0.5
CN1C(=O)/C(=C/C=C/c2ccco2)C(=O)NC1=S	5.2	3.6	1.5	?	-6.2%	6.5%	?	-15.6	4.0
CN(Cc1ccccc1)C(=O)CN1CCCC1=O	18.1	.	.	16.4%	-0.5%	-0.4%	-2.2%	-0.9	-0.3
COc1cc2c3c(c1OC)-c1cc(O)ccc1CC3NCC2 (stereo unspecified)	-1.3	0.0	20.5	8.1%[57.1 µM]	-1.4%	18.8%[57.1 µM]	0.5%	-1.3	-0.2
C=CCN1C(=O)NC(=O)/C(=C/c2ccc(OC)c(CSc3ccccn3)c2)C1=O	-2.2	3.0	0.2	?	1.4%	12.1%[57.1 µM]	-26.3%	?	-0.6

# Following part
canonical_smiles	TRHR enhancer	D2 antag	D2 ag	rTrxR1 inhibitor	IDH1 R132H inh	TrxR1 substrate	USP1-UAF1 inh	PI4K2A inh	TRHR agonist
Cc1ccccc1-c1nc(CN2C(=O)CN=C(c3ccccc3)c3ccccc32)c(C)o1	-3.9	.	8.6	10.2%	3.5%	-2.0%	?	1.4	2.5
CCCNC(=O)N1[C@H]2CC[C@@H]1C(C(=O)OC)=C(c1cccc(C#N)c1)C2	-4.0	6.5	0.0	38.3%	8.7%	12.9%	-17.7%	-3.7	0.2
Cc1cccnc1-n1c(-c2ccccc2)nc2ccccc2c1=O	-2.0	-11.7	0.1	11.2%	6.2%	7.2%	-11.6%	4.3	0.5
O=C1NC(=O)C(CCc2ccncc2)(CCc2ccncc2)C(=O)N1CCc1ccc(F)cc1	0.7	-18.7	1.0	-20.3%	0.0%	-8.4%	-2.4%	-1.5	0.0
N[C@@H](Cc1c[nH]c2ccccc12)c1nnc(SCc2ccc(Cl)cc2)o1	-0.9	-4.4	0.3	5.5%	6.3%	1.2%	-5.7%	-3.7	0.4
CN(C)C(=O)Oc1ccc(NC(=O)N2CCOCC2)cc1	-4.4	-7.1	0.8	42.3%[activator]	-3.7%	5.3%	-18.7%	0.0	2.3
Oc1ccccc1/C=N/NP(=S)(c1ccccc1)c1ccccc1	2.1	1.9	2.9	27.5%[57.1 µM]	-1.4%	-12.5%[57.1 µM]	-22.4%	1.8	4.6
Cc1ccc(C(=O)N[C@@H](C)CN2C3=NC[C@@H](Cc4ccccc4)N3C[C@H]2Cc2ccc(O)cc2)cc1Br	10.8	-18.1	-0.4	-0.2%	3.7%	-1.4%	-9.7%	-0.3	-0.4
CCOC(=O)C1SC2(C(F)(F)C(F)F)CC1(O)c1c(c(OC)c3occc3c1OC)O2 (stereo unspecified)	0.4	-23.3	-0.7	-3.8%[11.4 µM]	6.1%	5.3%[11.4 µM]	-4.2%	-1.0	0.8
NC(=O)OCCSc1nnc(-c2cccc(C(N)=S)c2)o1	-3.3	-4.0	0.4	-15.1%	7.4%	-11.6%	-0.7%	-6.0	1.4
CCCc1[nH][nH]c(=O)c1C(c1ccccc1)C(C#N)C#N (stereo unspecified)	-1.0	.	.	?	-5.8%	5.5%[57.1 µM]	-21.9%	15.3	0.4
Cc1c(/C=N/O)c2ccccc2n1C	0.0	-2.2	0.2	3.9%	2.4%	-0.3%	0.1%	3.4	0.3

# From PubChem

# Only part of the results is shown. The share of hits here may be higher or lower than overall.
